High-throughput results: PubChem, National Center for Advancing Translational Sciences (NCATS)
Tau FP inhib = blocks human tau fibril formation measured by polarization; 0.39% of 280,000 active; K18 P301L tau heparin fibrillization, Alexa594 FP, 6 h; Potency, µM (titrated, usually from 57.7 µM), for inactives: at the highest dose activity, negative = inhibition, actives largely listed as inhibitors; AID 1468; note: % is set by controls: 0 for no effect and ±100 for the full control effect; nearly all actives have a fitted effect of over 55% in size
Target sequence (P10636 561-689 P618L limits assumed): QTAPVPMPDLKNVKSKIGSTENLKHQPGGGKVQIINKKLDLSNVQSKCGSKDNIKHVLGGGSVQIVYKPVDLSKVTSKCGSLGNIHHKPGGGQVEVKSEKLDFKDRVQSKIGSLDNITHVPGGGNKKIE
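Compound effects on tau fibrillization are measured by Alexa 594 fluorescence polarization (ex 555, em 632 nm). K18 P301L tau is used at 15 uM with 0.24 uM labeled tracer, and 20 uM heparin induces aggregation over 6 hr at 37 C.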
SMN2 splice up = SMN2 splice variant enhancement. HEK293 SMN2-luciferase splicing reporter, luminescence, 30-36 h. Potency, µM (top dose mostly 46.1 µM), inactives show at the top dose activity change, positive = activation, usual class: activators. 2.8% of 210,000 active; note: % of control where 0% means no effect; nearly all actives have a fitted effect of over 55% in size
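qHTS luciferase splicing reporter: luminescence rises when SMN2 exon 7 is included in transfected HEK293 cells. Compound exposure lasted 30-36 h at 37C, with 4.5 mM final sodium butyrate as control, followed by a ONE-Glo read.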
HttQ103 aggreg = mutant huntingtin aggregation inhibition; PC12 HttQ103-GFP aggregates, Acumen cytometry, 40 h; Potency, µM (series often up to 46.1 µM), without a hit: top-dose activity change, negative = inhibition, usual class: inhibitors; 1.1% of 220,000 active; AID 1688; note: % is set by controls: 0 for no effect and ±100 for the full control effect; nearly all actives have a fitted effect of over 60% in size
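Steps: seed 1500 PC12 HTTQ103-GFP cells/well; add tebufenozide, 100 nM final; add compound titration; add ATPLite reagent; quantify GFP aggregates by laser scanning cytometry.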
Tau ThT inhib = blocks human tau fibril formation measured by thioflavin T; P10636; recombinant tau K18 P301L, heparin-induced fibrillization, ThT fluorescence; Potency, µM (titrated, usually from 57.4 µM), without a hit: at the top dose activity, negative = inhibition, actives largely listed as inhibitors; 2.1% of 270,000 active; AID 1460; note: % is set by controls: 0 for no effect and ±100 for the full control effect; nearly all actives have a fitted effect of over 55% in size
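K18 P301L tau (15 uM + 0.24 uM Alexa 594-tagged), heparin 20 uM, NaOAc pH 7, 6 h 37 C; ThT 30 uM, 1 h RT, ex 450/em 510 nm.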
ALDH1A1 block = ALDH1A1 (human) enzyme inhibition; Potency, µM (series often up to 75.3 µM), without a hit: at the top dose activity, negative = inhibition, actives largely listed as inhibitors; Purified ALDH1A1, NADH fluorescence, propionaldehyde substrate; 7.3% of 220,000 active; AID 1030; active = well fitted inhibition curve with a large enough effect, not every such curve was filed as active; inconclusive = small, poorly fitted or top-dose-only effect, or another doubt; inactive = no such curve, though single readings can be large or run the other way;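 note: plate controls were no enzyme wells and a reference inhibitor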
Target sequence (P00352 whole entry, looked up): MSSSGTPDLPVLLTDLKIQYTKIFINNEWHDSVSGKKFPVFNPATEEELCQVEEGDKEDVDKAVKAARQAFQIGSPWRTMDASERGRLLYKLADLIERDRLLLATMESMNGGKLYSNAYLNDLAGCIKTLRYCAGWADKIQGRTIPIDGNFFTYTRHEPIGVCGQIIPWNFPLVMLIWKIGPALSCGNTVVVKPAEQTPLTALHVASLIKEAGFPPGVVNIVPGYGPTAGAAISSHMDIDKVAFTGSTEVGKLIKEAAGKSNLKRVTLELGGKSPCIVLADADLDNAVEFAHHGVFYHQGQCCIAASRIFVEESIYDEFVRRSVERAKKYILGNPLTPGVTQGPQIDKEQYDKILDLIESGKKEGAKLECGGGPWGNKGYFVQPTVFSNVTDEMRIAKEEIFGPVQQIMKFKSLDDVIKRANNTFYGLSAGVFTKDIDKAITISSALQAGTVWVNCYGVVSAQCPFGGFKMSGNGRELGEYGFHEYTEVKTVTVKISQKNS
Tau fluor cs = counter-screen for tau fibril formation inhibitors | 0.93% of 280,000 active | AID 1463 | Potency, µM (highest dose often 57.7 µM), for the others: at the highest dose activity change, negative = decrease | tau K18 P301L (four-repeat tau fragment) Alexa594 fluorescence, heparin fibrillization; note: % is set by controls: 0 for no effect and ±100 for the full control effect; nearly all actives have a fitted effect of over 55% in size
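Human K18 P301L tau (15 uM unlabeled plus 0.24 uM Alexa 594-labeled, final) in 100 mM sodium acetate pH 7 was mixed with compound and 20 uM heparin and incubated 6 hr at 37 C.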
KDM4E inh = inhibitors of human JMJD2E histone demethylase. B2RXH2. JMJD2E catalytic domain, FDH-coupled NADH fluorescence (FDH is formaldehyde dehydrogenase). AID 2147. Potency, µM (series often up to 57.1 µM), for the others: at the top dose activity change, negative = inhibition, most hits filed as inhibitors. 1.6% of 230,000 active; active = well fitted inhibition curve with a large enough effect, not every such curve was filed as active; inconclusive = small, poorly fitted or top-dose-only effect, or another doubt; inactive = no such curve, though single readings can be large or run the other way;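 note: 0% = wells with enzyme and -100% = buffer wells without enzyme; nearly all actives have a fitted effect of over 50% in size; many of its hits are not listed in these tables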
Target sequence (B2RXH2 1-337 limits assumed): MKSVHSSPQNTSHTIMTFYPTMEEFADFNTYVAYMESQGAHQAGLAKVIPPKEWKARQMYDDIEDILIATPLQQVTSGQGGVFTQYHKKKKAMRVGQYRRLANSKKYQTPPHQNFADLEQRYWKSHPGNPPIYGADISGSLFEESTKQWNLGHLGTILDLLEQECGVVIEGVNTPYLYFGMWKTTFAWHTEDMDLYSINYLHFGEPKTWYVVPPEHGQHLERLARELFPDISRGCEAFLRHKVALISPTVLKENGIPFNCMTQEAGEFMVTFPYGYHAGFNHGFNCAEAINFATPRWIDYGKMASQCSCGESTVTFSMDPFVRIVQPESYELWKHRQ
HTT ATP protect = Huntington cell model cytoprotection by ATP luminescence. Potency, µM (doses to about 56.4 µM), without a hit: cytoprotection (ATP increase), hits mostly activators. 0.14% of 230,000 active. AID 1471. PC12 HTT-Q103 induced, cytoprotection, ATP luminescence, 40 h;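 note: % of control where 0% means no effect; nearly all actives have a fitted effect of over 45% in size; toxic huntingtin expression switched on by the ecdysone agonist tebufenozide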
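Compounds were screened for protection of PC12 cells against cell death after tebufenozide induction (100 nM final) of mutant Huntingtin exon 1 (Q103) fused to GFP.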
* = called active by the depositor; ? = inconclusive; · = not tested or not shown; & = joins results of further samples; [ ] = dose if it differs, or a comment. Unless noted, calls come from the whole dose curve; as a rule, active = well fitted curve in the direction sought with a large enough effect; inconclusive = small, poorly fitted or top-dose-only effect, or another doubt; inactive = no such curve, though single readings can be large; an effect the other way counts as inactive or inconclusive. Potency is the fitted concentration of half-maximal effect.

#	SMILES	Tau FP inhib	SMN2 splice up	HttQ103 aggreg	Tau ThT inhib	ALDH1A1 block	Tau fluor cs	KDM4E inh	HTT ATP protect
1	COC(=O)Nc1ccc(S(=O)(=O)N2CCN(CCN3C(=O)C4C5C=CC(C5)C4C3=O)CC2)cc1 (stereo not given)	4%	-6%	-2%	-8%	?	-13%	0%	-8%
2	CCOC(=O)c1cc(CNC(=O)c2c(C)oc3c2CCCC3)c(C)o1	-1%	-14%	-2%	-13%	?	-1%	-29%	-9%
3	COC(=O)c1sc(S(=O)(=O)Nc2ccc(Br)cc2)c(C(=O)OC)c1C	2%	-1%	5%	-12%	?	-19%	-3%	7%[10 µM]
4	Nc1ccc(C(=O)Nc2ccc(NC(=O)c3ccco3)c(O)c2)cc1	4%	·	16%[9.22 µM]	?	·	-29%	-3%	21%[10 µM]
5	CS(=O)(=O)N1CCC(Oc2ccccc2C(=O)N2CCCCC2CO)CC1 (stereo not given)	-17%	-7%	-5%[9.22 µM]	0%	6%	-2%	3%	-14%[10 µM]
6	CN(C(=O)c1cccc(COc2ccc(Cl)cc2Cl)c1)c1ccccc1	0%	3.2µM*	?	?	?	-10%	-10%	10%[10 µM]
7	COc1ccc(CC(=O)Nc2cccc(-c3nnc(-c4ccccc4)o3)c2)cc1OC	?	-120%[inhibitor]	22µM*	?	?	?	-1%	-149%[inhibitor][0.074 µM]
8	COc1ccc(C(Nc2ccccn2)c2c(NC(=O)c3ccco3)sc(C)c2C)cc1 (stereo not given)	8%	-9%	11%	-8%	-9%	-27%	?	-13%[10 µM]
9	CCc1ccc(OCC(=O)O/N=C(\N)c2ccccn2)cc1	5%	·	-5%[9.22 µM]	-16%	·	-5%	0%	-6%[10 µM]
10	O=C(C/C=N\OCc1ccc([N+](=O)[O-])cc1)Nc1ccccc1	7%	-2%	16%	-9%	?	-7%	-1%	7%[10 µM]
11	Cc1cc2nc(-c3cccnc3SCC(=O)NC(C)C)[nH]c2cc1C	-1%	11µM*	32%	-2%	?	-7%	?	-5%[10 µM]
12	O=[N+]([O-])c1cnn(-c2nc(-c3ccccc3)cc(C(F)(F)F)n2)c1	1%	16%	4%[9.22 µM]	1%	6%	-1%	0%	-4%
13	Cc1c(CNC2CCCCCC2)c(C(=O)O)c(C)n1Cc1ccc(F)cc1Cl	?	-5%	·	2%	·	-8%	·	·
14	Cc1ccc(Nc2c(-c3ccccc3O)nc3cnccn23)cc1	10%	-8%	-9%	-17%	-6%	18µM*[quencher]	-24%	-25%
15	C=CCn1c(=O)c(C(=O)NCCc2ccccc2)c(O)c2ccccc21	-12%	-11%	?	?	7%	-23%	?	1%
16	CC(C)NC(=S)N/N=C/c1ccccc1[N+](=O)[O-]	-6%	4%	-8%	-1%	6%	0%	15%	-26%
17	Cc1ccc(S(=O)(=O)NC(=O)N2CCN(Cc3c(F)cccc3Cl)CC2)cc1	-3%	·	-13%[9.22 µM]	-3%	-11%	-7%	6%	9%[10 µM]
18	COCCN(Cc1ccco1)C(=O)c1cc2c(Cl)nc3ccc(C)cc3c2s1	-10%	6%	·	-7%	·	-6%	·	·
19	CCOc1ccc(NC(=O)Cn2nnc(C(=O)Nc3ccc(OCC)cc3)c2N)cc1	-12%	2%	·	-11%	·	-8%	·	·
20	Cc1ccc(C)c(S(=O)(=O)N2CCN(CC(=O)NC(=O)NCc3ccco3)CC2)c1	-1%	2%	5%	-17%	-9%	-10%	4%	-36%[inhibitor]
21	COc1ccc(-c2cc(C(=O)OCC(=O)c3cccc([N+](=O)[O-])c3)c3cc(C)ccc3n2)cc1	-2%	3%	4%	0%	12%	-16%	?	8%[10 µM]
22	Nc1ccc(S(=O)(=O)Nc2cnc3ccccc3n2)cc1	-8%&-3%	-10%[9.22 µM]	14%	-7%&-13%	4%[13.5 µM]	-10%&-15%	3%	7%[10 µM]
23	COC(=O)c1ccc(C(=O)OC)c(NC(=O)COc2ccccc2OC)c1	-15%	17%	0%	?	13µM*	-17%	-7%	-5%[0.074 µM]
24	COc1ccc(CNC(=O)COC(=O)/C=C/c2ccc(Cl)cc2)cc1	-1%	2%	6%	-1%	7%	2%	?	-55%[inhibitor]
25	C=CCOc1ccc(C2c3c(oc4ccc(C)cc4c3=O)C(=O)N2CCCN2CCOCC2)cc1 (stereo not given)	?	13%	·	-9%	·	-8%	·	·
26	C=CCN(C(=O)c1ccccn1)C(C(=O)NCc1ccccc1)c1ccccc1F (stereo not given)	-11%	·	9%[9.22 µM]	-12%	12%	-11%	-11%	9%[10 µM]
27	Cc1ccc2c(c1)N(CC(=O)N(Cc1ccccn1)Cc1ccco1)C(=O)C(C(C)C)O2 (stereo not given)	8%	-40%[inhibitor]	18%	-14%	?	1%	-7%	-3%[10 µM]
28	CC(=O)c1ccc(N2CCN(CC(=O)Nc3ccc(N4CCOCC4)cc3)CC2)cc1	1%	6%	8%	-16%	4%	-12%	1%	6%[10 µM]
29	Cc1ccc(-c2nc(N)n(S(=O)(=O)c3ccc(C)cc3)n2)cc1	-12%	·	5%[9.22 µM]	6%	0%	-13%	6%	2%[10 µM]
30	Cc1ccc(C(=O)CSc2nnnn2C(C)C)c(C)c1	-1%	0.79µM*	-15%	-9%	28µM*	-4%	6%	-13%[10 µM]
31	O=C(Cn1c2ccccc2c(=O)c2ccccc21)N/N=C/c1cc([N+](=O)[O-])ccc1N1CCCCC1	-8%	-23%	15%	-9%	-3%	-10%	?	25%[10 µM]
32	COc1cc(NC(=O)C2CCCCC2)c(OC)cc1NC(=O)CN1CCCCC1	5%	-15%	3%	-4%	-9%	-9%	6%	-25%
33	COc1ccccc1C(c1nnnn1CC1CCCO1)N1CCC(C(N)=O)CC1 (stereo not given)	1%	2%	-15%	1%	3%	2%	-8%	10%[10 µM]
34	CCOC(=O)C1C(=O)C=C(Nc2ccccc2F)CC1c1ccccc1 (stereo not given)	12%	?	-10%	-4%	-11%	-11%	-2%	-1%[10 µM]
35	FC(F)Oc1ccc(NC(=S)Nn2cnnc2)cc1	-13%	·	-10%	?	7.9µM*	0%	3%	11%
36	Cc1ccccc1CN1C(=O)c2ccccc2S(=O)c2ccc(C(=O)NCc3ccc4c(c3)OCO4)cc21 (stereo not given)	-11%	3%	·	-1%	·	-22%	·	·
37	COc1cccc(NS(=O)(=O)c2ccc3[nH]cc(C(=O)N4CCCC4)c(=O)c3c2)c1	-9%	6%	·	-7%	·	-15%	·	·
38	CC1=Nc2ccc(C)cc2N(Cc2ccccc2)C(=O)C1	-3%	-1%	0%	-2%	-12%	-4%	5%	5%
39	CSCCC(NS(=O)(=O)c1ccc(Br)cc1)C(=O)OCC(=O)NC1CC1 (stereo not given)	-2%	13%	-7%	6%	?	1%	4%	·
40	CCOc1ccc(C(=O)N2CC(=O)Nc3ccc(C)cc3C2c2ccc(F)cc2)cc1OCC (stereo not given)	-15%	-4%	·	-11%	·	-17%	·	·
41	CC(=O)[C@@H]1[C@@H]2C(=O)N(c3ccc(F)c(Cl)c3)C(=O)[C@@H]2C2c3ccccc3C=CN21 (stereo not given in full)	-3%	-24%	6%	?	25µM*	-17%	?	-19%[0.074 µM]
42	Cc1cccn2cc(-c3cc4ccccc4oc3=O)nc12	0%	·	21%[9.22 µM]	-10%	?	-16%	?	1%[10 µM]
43	O=C(CSc1ccccn1)N1CCOCC1	-6%	-4%	16%	4%	8%	7%	2%	·
44	CC(C)c1ccc(NC(=O)c2sccc2-n2cccc2)cc1	-6%	·	?	?	?	?	-2%	-16%
45	Nc1ncnc(Oc2cccc(C(F)(F)F)c2)c1[N+](=O)[O-]	4%	9%	-13%	?	0%	-29%	6%	?
46	O=C(c1ccc(CS(=O)(=O)c2c(Cl)cccc2Cl)o1)N1CCN(c2ccccn2)CC1	6%	-16%	-2%	-16%	?	-11%	-12%	-17%
47	Cc1cc(NC(=O)CN2CCN(Cc3ccccc3)CC2)nc2c1c(=O)oc1ccccc12	-7%	·	6%[9.22 µM]	-6%	3.5µM*	-12%	-23%	4%
48	O=S(=O)(/C=C/c1ccccc1)Nc1cccc(S(=O)(=O)NC2=NCCC2)c1	8%	16%	-5%	5%	?	1%	-3%	-48%[inhibitor]
49	O=C(Nc1ccc2c(c1)C(=O)NC2=O)c1ccc(S(=O)(=O)N2CCCC2)cc1	-12%	9%	9%	3%	?	5%	?	-11%
50	COc1ccc(CCCc2nnc(SCc3nc4ccccc4c(=O)[nH]3)n2C)c(C)c1	-3%	·	14%[9.22 µM]	-11%	·	-8%	7%	19%[10 µM]
51	COc1c(O)cnn(-c2ccccc2)c1=O	-12%	·	-7%[9.22 µM]	5%	·	5%	-10%	-6%[10 µM]
52	CCOc1ccc(N/C(=N/c2nc(C)cc(C)n2)NC(=O)CC)cc1	12%	·	27%[9.22 µM]	-16%	·	-14%	8%	31%[10 µM]
53	CC1=C(C)/C(=N\OC(=O)/C=C/c2ccccc2)C=CC1=O	?	-14%	?	13µM*	-3%	-21%	0%	-120%[inhibitor]
54	Cc1cccc2cc(CN(Cc3cccnc3)C(=O)c3ccccc3F)c(Cl)nc12	9%	-17%	-1%	-16%	?	-7%	-19%	-2%[10 µM]
55	O=c1c(-c2ccc3c(c2)OCCO3)coc2cc(OC3OC(CO)C(O)C(O)C3O)ccc12 (stereo not given)	4%	·	-29%[9.22 µM]	-13%	·	5%	6%	5%[10 µM]
56	CCCCCCCNC(=O)c1ccc(N2CCC3(CC2)OCCO3)c([N+](=O)[O-])c1	17%	-34%[inhibitor]	-7%	?	25µM*	-13%	-8%	3%[10 µM]

3 entries out of the list above, sorted by the value under Tau ThT inhib, ascending:
entry | compound | Tau FP inhib | SMN2 splice up | Tau ThT inhib | ALDH1A1 block | KDM4E inh
55 | O=c1c(-c2ccc3c(c2)OCCO3)coc2cc(OC3OC(CO)C(O)C(O)C3O)ccc12 (stereo not given) | 4% | · | -13% | · | 6%
47 | Cc1cc(NC(=O)CN2CCN(Cc3ccccc3)CC2)nc2c1c(=O)oc1ccccc12 | -7% | · | -6% | 3.5µM* | -23%
51 | COc1c(O)cnn(-c2ccccc2)c1=O | -12% | · | 5% | · | -10%

Some of the compounds tested; rates above refer to the full screens.
